# Bioassay records deposited in PubChem BioAssay by National Center for Advancing Translational Sciences (NCATS).
# IL-1B inflam inh – qHTS for Inhibitors of Inflammasome Signaling: IL-1-beta AlphaLISA Primary Screen; AID 743279, 2014; THP-1 LPS/ATP IL-1B secretion, AlphaLISA, 16 h; active compounds read low; 360,000 compounds, 4.7% hits; activity change, % at 57.5 µM; in the data active = activity change below about -50%; inconclusive = mostly about -30% to -49%; note: % is set by controls: 0 for no effect and ±100 for the full control effect
#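 Secreted IL-1B measured by AlphaLISA bead assay after 16 h compound exposure of THP-1 cells; compounds (final up to 57.5 uM) added 1 h before LPS (250 ng/mL) and ATP (1.25 mM) stimulation; lower signal means less secretion.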
# D3 ag – qHTS of D3 Dopamine Receptor Agonist: qHTS | D(3) dopamine receptor (Homo sapiens), P35462 | 410,000 compounds, 0.58% hits | D3R DiscoveRx beta-arrestin cells, luminescence, 90 min | AID 652048, 2013 | max activation, %; in the data active = max activation above about 30%; note: 0% is about no effect; mostly tested at two doses, the higher about 12 µM
# Target sequence (P35462 whole entry, looked up): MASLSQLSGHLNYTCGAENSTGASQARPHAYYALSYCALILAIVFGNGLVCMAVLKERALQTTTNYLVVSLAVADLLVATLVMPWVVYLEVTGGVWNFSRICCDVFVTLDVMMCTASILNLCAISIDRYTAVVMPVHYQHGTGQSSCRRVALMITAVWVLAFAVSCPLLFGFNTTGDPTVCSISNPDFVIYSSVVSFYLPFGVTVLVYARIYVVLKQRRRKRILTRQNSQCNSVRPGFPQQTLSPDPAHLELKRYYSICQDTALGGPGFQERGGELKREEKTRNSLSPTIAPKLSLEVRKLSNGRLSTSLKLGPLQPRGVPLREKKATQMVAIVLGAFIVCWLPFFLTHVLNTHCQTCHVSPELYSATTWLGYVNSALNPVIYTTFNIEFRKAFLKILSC
#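 Agonist mode: compounds and dopamine controls were applied to plated cells for 90 min at 37 degrees C after an overnight attachment at 1500 cells/well. Luminescent read-out followed 30 - 60 minutes at room temperature with DiscoveRx detection reagent.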
# KB-V1 cytotox – qHTS assay for MDR1-selective chemotherapeutics: Primary screen using the drug-selected MDR subline cells KB-V1. Potency, µM (series often up to 46.1 µM), for inactives: at the top dose activity change, negative = cytotoxicity, hits mostly cytotoxic. 400,000 compounds, 3.4% hits. AID 1347076, 2019. KB-V1 MDR cells viability, CellTiter-Glo, 72 h; note: potency is the fitted concentration of half-maximal effect; % is set by controls: 0 for no effect and ±100 for the full control effect; nearly all actives have a fitted effect of over 60% in size
#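 Cytotoxicity via CellTiter-Glo luminescence after 72 h compound exposure at 37 degrees C. Cells: drug-selected KB-V1 line, DMEM phenol-red free plus 10% FBS. Compounds tested at multiple concentrations; normalized data fitted to concentration-effect curves.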
# HT1080 IDH1KD tx – qHTS for induction of synthetic lethality in tumor cells producing 2HG: qHTS for the HT-1080-IDH1KD cell line; HT-1080 IDH1 knockdown viability, ATP luminescence, 48 h; Potency, µM (doses to about 46.1 µM), for the others: at the top dose activity, negative = toxicity, hits mostly cytotoxic; 360,000 compounds, 2% hits; AID 686971, 2013;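 note: potency is the fitted concentration of half-maximal effect; 0% = DMSO wells and -100% = cell-free medium wells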
#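 IDH1KD HT-1080 cells, 750/well, RPMI + 5% FBS; compound pinned after 2 h settling; 48 h, 37 °C; CellTiter-Glo luminescence; % activity normalised to DMSO and no-cell wells; curves fitted, classed by r2 and efficacy.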
# HEK293 tox – qHTS of GLP-1 Receptor Inverse Agonists: Cytotox Screen | HEK293 cAMP-luciferase reporter cells, luminescence, 24 h | Potency, µM (doses to about 38.3 µM), without a hit: at the highest dose activity change, negative = inhibition, most hits filed as inhibitors | 410,000 compounds, 0.13% hits | AID 624418, 2012;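 note: loss of luciferase light is scored as toxicity; potency is the fitted concentration of half-maximal effect; % is set by controls: 0 for no effect and ±100 for the full control effect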
#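 Compound-treated cells are incubated 24 hr at 37 deg C under 5% CO2 after a 12 hour attachment period, then luciferase detection reagent is added and luminescence is measured following 12 min at room temperature; lowered signal indicates toxicity.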
# SW480 rerep – A quantitative high throughput screen for small molecules that induce DNA re-replication in SW480 colon adenocarcinoma cells | 340,000 compounds, 1.8% hits | SW480 DNA re-replication, Hoechst DNA content imaging, 48 h | Potency, µM (doses to about 46.1 µM), without a hit: top-dose re-replication activation, most hits filed as activators; note: potency is the fitted concentration of half-maximal effect; % of control where 0% means no effect; nearly all actives have a fitted effect of over 55% in size
#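 Treated cells incubate 48 hr (37 C, 5% CO2), are stained 40 min with Hoechst, and nuclear fluorescence is enumerated; a rise in nuclei with high DNA signal marks re-replication.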
# HT1080NT lethal – qHTS for induction of synthetic lethality in tumor cells producing 2HG: qHTS for the HT-1080-NT fibrosarcoma cell line; HT-1080-NT fibrosarcoma viability, CellTiter-Glo ATP luminescence, 48 h; Potency, µM (highest dose often 46.1 µM), inactives show top-dose activity, negative = less viability, usual class: cytotoxic; 360,000 compounds, 1.6% hits; AID 686970, 2013;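 note: NT is the 2HG producing partner of a matched IDH1 knockdown line; potency is the fitted concentration of half-maximal effect; 0% = DMSO-treated cells and -100% = media-only wells without cells; nearly all actives have a fitted effect of over 55% in size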
#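 HT-1080-NT; 750 cells/well; 5% FBS RPMI; 48 h compound, 37 degrees C; CellTiter-Glo luminescence; curve fitting and curve-class assignment.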
# MCF10A rerep – A quantitative high throughput screen for small molecules that induce DNA re-replication in MCF 10a normal breast cells | Potency, µM (doses to about 46.1 µM), without a hit: at the highest dose activity, positive = re-replication, usual class: activators | 350,000 compounds, 2.9% hits | AID 624296, 2012 | MCF 10A DNA re-replication, Hoechst nuclear intensity, 48 h; note: potency is the fitted concentration of half-maximal effect; % of control where 0% means no effect; nearly all actives have a fitted effect of over 50% in size
# KB-3-1 tox – qHTS assay for MDR1-selective chemotherapeutics: Primary screen using the parental adenocarcinoma cell KB-3-1 | KB-3-1 viability, CellTiter-Glo ATP luminescence, 72 h | Potency, µM (highest dose often 46.1 µM), inactives show at the highest dose activity change, negative = cytotoxic, most hits filed as cytotoxic | 400,000 compounds, 1.4% hits | AID 1347075, 2019; note: potency is the fitted concentration of half-maximal effect; % is set by controls: 0 for no effect and ±100 for the full control effect; nearly all actives have a fitted effect of over 60% in size
#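 Parental KB-3-1 viability, qHTS format: 72 h compound exposure, 37 °C; CellTiter-Glo; media-only wells and DMSO plates as controls; concentration-effect fits on corrected data.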
# * = called active by the depositor; i = inactive; ? = inconclusive; . = not tested or not shown; [ ] = another dose, or the depositor's remark. Unless noted, calls come from the whole dose curve; as a rule, active = well fitted curve in the direction sought with a large enough effect; inconclusive = small, poorly fitted or top-dose-only effect, or another doubt; inactive = no such curve, though single readings can be large; an effect the other way counts as inactive or inconclusive.
Compound,IL-1B inflam inh,D3 ag,KB-V1 cytotox,HT1080 IDH1KD tx,HEK293 tox,SW480 rerep,HT1080NT lethal,MCF10A rerep,KB-3-1 tox
CCOC(=O)c1csc(NC(=O)Nc2cccc(Cl)c2)n1,5,2,-5%,-13%,8%,-5%,2%,-2%,-3%
Cc1n[nH]c(C)c1S(=O)(=O)N1CCCC(C(=O)NCc2ccc(F)cc2)C1 (stereo not given),0,12,-4%,8%,-9%,-59%[inhibitor],6%,0.73µM*,9%
O=c1oc(-c2ccc(Br)cc2)nc2ccccc12,15,2,-2%,19%,-2%,1%,7%,?,1%
CCCS(=O)(=O)c1nc(S(=O)(=O)c2ccc(C)cc2)c(N2CCc3ccccc3C2)s1,-9,2,-6%,14%,2%,3%,3%,-5%,-3%
COC(=O)c1ccc(NC(=O)c2cccc(C)c2)cc1,-14,-2,-21%,18%,-4%,3%,12%,?,-1%
COc1ccc(CCNC(=O)c2ccc(Cl)cc2)cc1,13,-6,9%,2%,-1%,0%,13%,3%,-7%
CC(C)CN(C(=O)CN1CCOCC1)c1c(N)n(CC(C)C)c(=O)[nH]c1=O,16,2,-10%,2%,-5%,3%,0%,-2%,0%
Cc1ccccc1-c1ccc(C(=O)NCc2ccccc2)o1,-13,-35,-1%,0%,0%,-10%,-1%,9%,20%
COC(=O)C1=NN(c2ccc(OC)cc2)C2C(=O)N(c3ccccc3OC)C(=O)C12 (stereo not given),-8,-1,25%,2%,-9%,-6%,13%,1%,-3%
CN1CCN(c2ccc(NC(=O)c3ccccc3)cc2)CC1,14,16,-30%,4%,-1%,6%,11%,10%,-8%
CC(NC(=O)c1sc2ccccc2c1Cl)C1CCCO1 (stereo not given),-10,-5,-21%,12%,14%,-4%,16%,0%,2%
COC(=O)c1cc(OC)c(OC)cc1NC(=O)Nc1ccc(OC)cc1,-11,-2,-5%,16%,6%,-3%,15%,-2%,24%

# Reformatted with each value named: 3 of the compounds above.
> CCOC(=O)c1csc(NC(=O)Nc2cccc(Cl)c2)n1
  IL-1B inflam inh = 5	D3 ag = 2	KB-V1 cytotox = -5%	HT1080 IDH1KD tx = -13%	HEK293 tox = 8%	SW480 rerep = -5%	HT1080NT lethal = 2%	MCF10A rerep = -2%	KB-3-1 tox = -3%
> Cc1n[nH]c(C)c1S(=O)(=O)N1CCCC(C(=O)NCc2ccc(F)cc2)C1 (stereo not given)
  IL-1B inflam inh = 0	D3 ag = 12	KB-V1 cytotox = -4%	HT1080 IDH1KD tx = 8%	HEK293 tox = -9%	SW480 rerep = -59%[inhibitor]	HT1080NT lethal = 6%	MCF10A rerep = 0.73µM*	KB-3-1 tox = 9%
> O=c1oc(-c2ccc(Br)cc2)nc2ccccc12
  IL-1B inflam inh = 15	D3 ag = 2	KB-V1 cytotox = -2%	HT1080 IDH1KD tx = 19%	HEK293 tox = -2%	SW480 rerep = 1%	HT1080NT lethal = 7%	MCF10A rerep = ?	KB-3-1 tox = 1%

# (more compounds)
Compound,IL-1B inflam inh,D3 ag,KB-V1 cytotox,HT1080 IDH1KD tx,HEK293 tox,SW480 rerep,HT1080NT lethal,MCF10A rerep,KB-3-1 tox
COc1cccc(C(=O)NCC(c2cccs2)N2CCc3ccccc32)c1 (stereo not given),?,-1,?,-21%,8%,21%,-3%,26%,-11%
O=C(O)c1cc(-n2nnnc2SCc2ccc([N+](=O)[O-])cc2)ccc1Cl,-1,-7,?,16%,6%,1%,27%,-1%,-3%
Cc1ccc(C(=O)N2CC(C(=O)O)C2)cc1,3,0,16%,9%,-1%[7.66 µM],-5%,9%,-1%,-2%
CCOc1ccc(N=C2NC(=O)C(CC(=O)Nc3ccccc3)S2)cc1 (stereo not given),-14,-2,12%,2%,-12%,12%,0%,?,?
BrC(=C\c1ccccc1)/C=N/n1cnnc1,-13,0,?,21µM*,3%,23%,16µM*,16µM*,3%
O=C(c1ccco1)N1CCN(c2cc(C(F)(F)F)nc3ncnn23)CC1,10,-15,0%,-17%,-2%,-13%,-5%,-2%,?
C=CCNC(=O)c1onc(CSc2cccc(OC)c2)c1C(=O)O,14,22,-11%,-2%,3%,-1%,-5%,-16%,19%
NC(=O)c1ccc(NC(=O)COc2coc(CN3CCc4ccccc4C3)cc2=O)cc1,7,-20,14%,-8%,-10%,-11%,-6%,10%,-4%
COc1cc(NC(=O)C2CCCCC2)c(OC)cc1NC(=O)CCC(=O)NCc1ccco1,18,2,-25%,1%,-6%,-7%,8%,6%,25%
NC(=O)c1ccc(NC(=O)Cc2cccs2)cc1,6,-5,?,13%,4%,-8%,5%,5%,-4%
Cc1cc(C)cc(OCC(=O)Nc2cccc(-c3nc4ccccc4[nH]3)c2)c1,.,3,-30%,.,-8%,.,.,.,-17%
COc1ccccc1NS(=O)(=O)c1cc(NC(=O)Cn2cnc3c2c(=O)n(C)c(=O)n3C)ccc1C,25,-6,2%,16%,-16%,-1%,15%,3%,0%
CCOc1cc(-c2cc(-c3ccc(C)o3)nc(N)c2C#N)ccc1O,-17,9,23µM*,?,-9%,?,?,?,?
Cn1c(=O)n(C)c2cc(/C=C3/NC(=O)N(Cc4ccccc4)C3=O)ccc21,-6,-14,-5%,8%,1%,4%,12%,?,5%
Cc1c(NC(=O)/C(C#N)=C/c2ccc(-c3ccc(Cl)cc3)o2)c(=O)n(-c2ccccc2)n1C,-62*,0,?,-17%,-2%[1.53 µM],15%,-1%,-1%,-16%
CCc1cc(-c2n[nH]c(C)c2-c2ccccc2Cl)c(O)cc1OC,19,-1,-38%,?,?,10%,-23%,?,-30%
O=C(N/N=C/c1ccc(OC(=O)c2cccs2)cc1)c1ccccn1,4,-5,-9%,0%,-7%,-6%,-3%,1%,5%
CCC(C)N1CCNCC1 (stereo not given),4,-4,22%,25%,4%,25%,15%,-5%,-3%
CC(C)(C)c1ccc(OC(=O)CN2C(=O)C3C4CCC(C4)C3C2=O)cc1 (stereo not given),0,4,1%,-8%,0%,?,0%,3%,0%
CC1CCCC(NC(=O)CSc2n[nH]c(=O)n2Cc2ccccc2)C1C (stereo not given),-9,48*,12%,-3%,-11%,-3%,-7%,-12%,-10%
COc1cc(Cl)c(C)cc1NC(=O)c1cnc(N2CCCCC2)c2ccccc12,.,-3,1%,.,3%,.,.,.,-13%
CCOc1ccc(NC(=S)N2CCN(S(=O)(=O)c3ccc(C)cc3)CC2)cc1,i,5,?,6%,1%,?,5%,9%,-2%
Cn1c(=O)c2c(nc(SCc3ccc(C(=O)O)cc3)n2C)n(C)c1=O,11,4,2%,0%,-2%,-4%,12%,3%,11%
O=c1cc(-c2ccccc2Cl)oc2c(NS(=O)(=O)c3cccs3)ccc(O)c12,14,-37,0%,3%,-1%,-1%,3%,0%,-6%

# (further entries)
# Keys: A = IL-1B inflam inh; B = D3 ag; C = KB-V1 cytotox; D = HT1080 IDH1KD tx; E = HEK293 tox; F = SW480 rerep; G = HT1080NT lethal; H = MCF10A rerep; I = KB-3-1 tox
> COc1ccc(/C(N)=N/OC(=O)Cc2ccccc2OC)cc1
  A: 8	B: -5	C: 0%	D: 0%	E: -4%	F: -21%	G: 0%	H: -177%[0.0737 µM]	I: 20%
> COC1=C(OC)c2ccccc2C(C(=O)O)N/C1=C(/C)Nc1ccncc1 (stereo not given)
  A: -12	B: -9	C: 1%	D: -5%	E: 20%	F: 0%	G: 0%	H: -2%	I: -1%
> O=C(CCCc1ccccc1)N1CCN(C2CCCCC2)CC1
  A: -9	B: -6	C: -15%	D: 1%	E: 1%	F: 4%	G: -7%	H: 17%	I: -2%
> CS(=O)(=O)c1cccc(C(=O)OCC(=O)c2ccc3c(c2)OCCO3)c1
  A: 9	B: 3	C: 5%	D: 16%	E: -15%	F: 1%	G: 13%	H: -2%	I: -29%
> CC(=O)N(C)c1ccc(NS(=O)(=O)Cc2ccccc2)cc1
  A: 0	B: -2	C: ?	D: 8%	E: -6%	F: -3%	G: 8%	H: 10%	I: -7%
> COc1cc(C(=O)NCc2ccc3c(c2)cc(C)n3C)cc(OC)c1OC
  A: 20	B: -21	C: -18%	D: -3%	E: -21%	F: 17%	G: -11%	H: 27%	I: 0%
> CCN1C(=O)[C@@H]2[C@@H](c3ccc(-c4ccc(C(C)=O)cc4)c(OC)c3)N3CCCC[C@@]3(C(=O)OC)[C@@H]2C1=O
  A: -4	B: 8	C: -1%	D: 6%	E: -6%	F: 2%	G: 7%	H: -17%	I: ?
> CC(C)CCNC(=O)CN(C(=O)Cn1nnc(-c2ccc(F)cc2)n1)C1CCCC1
  A: -3	B: -1	C: 10µM*	D: 4%	E: 5%	F: 1%	G: 15%	H: 20%	I: -1%
